Screens deposited in PubChem by several laboratories.
SSB-PriA inh: K. pneumoniae PriA-SSBct interaction inhibition | 430,000 tested, 0.6% active | AID 1272365 | inhibition, % at 33 µM | AlphaScreen SSBct-PriA binding, biotinylated peptide; in the data active means inhibition mostly above about 37%, no sharp cut-off; inactive means mostly below about 20%;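 further: plate controls were negative control peptide for no effect and reference peptide for full effect; strong numbers were not always called active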
MazF activator: increases E. coli MazEF RNase cleavage of RNA. FAM/BHQ RNA-DNA oligo cleavage fluorescence, 5 h. activation, % at 20 µM. 350,000 tested, 0.32% active. AID 504720; in the data active means activation above about 50%
SARS 3CLpro inh: SARS-CoV 3CLpro protease inhibition; 290,000 tested, 0.14% active; inhibition, % at 6 µM; P0C6X7; recombinant SARS-CoV 3CLpro, quenched FRET peptide cleavage; in the data active means inhibition above about 12%
PrPC TRFRET: inhibitors of human cell surface prion protein PrPC. P04156. TR-FRET read-out. inhibition, % at 13.8 µM. 370,000 tested, 0.43% active. AID 720596; in the data active means inhibition above about 24%; further: 0% = median of the test wells and 100% = reference compound wells
BoNT-F LC inh: blocks Botulinum neurotoxin F light chain protease; Multiplex microsphere protease cleavage assay, flow cytometry; inhibition, % at 10 µM; 360,000 tested, 0.22% active; in the data active means inhibition above about 35%, passing the limit was not always enough; inconclusive means no clear call, values can overlap the other calls; further: plate controls were buffer without enzyme for full effect and enzyme alone for no effect
Anthrax LF inh2: blocks Bacillus anthracis lethal factor protease | P15917 | multiplex microsphere protease cleavage assay, LF | inhibition, % at 10 µM | 360,000 tested, 0.12% active; further: plate controls were buffer without enzyme for full effect and enzyme alone for no effect
Target sequence (P15917 whole entry, looked up): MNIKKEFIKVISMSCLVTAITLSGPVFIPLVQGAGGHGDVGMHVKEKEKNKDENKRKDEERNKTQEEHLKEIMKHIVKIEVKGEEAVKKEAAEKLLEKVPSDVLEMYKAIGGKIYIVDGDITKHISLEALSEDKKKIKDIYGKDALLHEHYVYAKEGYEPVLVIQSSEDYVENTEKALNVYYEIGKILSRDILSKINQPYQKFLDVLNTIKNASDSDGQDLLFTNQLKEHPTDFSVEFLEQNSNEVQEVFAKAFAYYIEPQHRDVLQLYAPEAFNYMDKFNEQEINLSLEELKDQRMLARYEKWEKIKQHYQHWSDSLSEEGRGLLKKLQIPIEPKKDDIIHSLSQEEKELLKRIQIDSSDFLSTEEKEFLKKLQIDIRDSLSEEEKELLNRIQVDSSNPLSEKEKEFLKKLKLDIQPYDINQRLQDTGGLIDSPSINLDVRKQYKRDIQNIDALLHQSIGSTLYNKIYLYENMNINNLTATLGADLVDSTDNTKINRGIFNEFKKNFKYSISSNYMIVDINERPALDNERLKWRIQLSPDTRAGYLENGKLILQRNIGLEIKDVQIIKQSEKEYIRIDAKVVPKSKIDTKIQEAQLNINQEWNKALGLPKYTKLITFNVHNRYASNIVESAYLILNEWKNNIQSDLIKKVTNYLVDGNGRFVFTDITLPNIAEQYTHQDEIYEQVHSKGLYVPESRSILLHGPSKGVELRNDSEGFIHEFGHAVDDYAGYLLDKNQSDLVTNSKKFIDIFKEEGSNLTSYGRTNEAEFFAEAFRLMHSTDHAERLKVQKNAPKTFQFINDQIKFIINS
BoNT-A LC inh2: blocks Botulinum neurotoxin A light chain protease; AID 588499; inhibition, % at 10 µM; multiplex microsphere protease substrate cleavage, flow cytometry; 360,000 tested, 0.17% active; further: plate controls were buffer without enzyme for full effect and enzyme alone for no effect
Rv3671c inh: inhibits the M. tuberculosis serine protease Rv3671c; P9WHR9; inhibition, % at 5.96 µM; 320,000 tested, 0.048% active; AID 2606; in the data active means inhibition above about 38%;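 further: extracellular domain of Rv3671c used as enzyme; 0% = enzyme with DMSO and 100% = no enzyme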
CCHF vOTU inh: CCHFV vOTU protease inhibition. Pep-AMC fluorescence. inhibition, % at 11.5 µM. 370,000 tested, 0.55% active; in the data active means inhibition above about 30%; further: 0% = vehicle wells with enzyme and 100% = no enzyme wells
VHR inh abs: DUSP3 (human) phosphatase inhibition | inhibition, % at 13.3 µM | recombinant VHR phosphatase, pNPP absorbance | AID 1654 | 290,000 tested, 0.52% active | P51452; in the data active means inhibition above about 50%; further: some compounds called inactive have numbers as strong as hits
The depositor's hits bear a star; ? = inconclusive; · = not tested or not shown. Unless noted, no stated cut-off is given here; in the data, active means inhibition above about 30%; inconclusive means no clear call, values can overlap the other calls; inactive means below that. The list is partial; rates above refer to the full screens.

(1) CN(C)S(=O)(=O)c1cc(C(=O)N2CCC(C(=O)O)(c3ccccc3)CC2)ccc1Cl
(2) COC(=O)C1=CN(Cc2cccs2)C=C(C(=O)OC)C1c1cccc(O)c1
(3) COc1ccc(Br)c(C(=O)NCCC(C)C)c1
(4) CCOC(=O)N1CCN(C(=O)c2cc3c(-c4ccc(Cl)cc4)nn(C)c3s2)CC1
(5) CC(=O)c1cccc(NS(=O)(=O)c2ccc3c(c2)N(C(C)=O)CCO3)c1
(6) O=C(Cc1ccccc1)Nc1ccc(S(=O)(=O)N2CCCC2)cc1
screen / no.	1	2	3	4	5	6
SARS 3CLpro inh	1	4	-3	-6	-3	6
BoNT-A LC inh2	-1.7	-1.7	-0.7	-1.4	0.0	-1.4
MazF activator	-4	-7	8	4	-10	7
BoNT-F LC inh	5	-10	1	-2	8	-21
VHR inh abs	21	22	-7	21	-2	12
SSB-PriA inh	-20	-14	-2	-15	-7	2
CCHF vOTU inh	4	-142	3	-3	9	-1
Rv3671c inh	2	2	3	-9	-3	·
Anthrax LF inh2	0	-4	-2	-8	1	7
PrPC TRFRET	-3	-2	0	-3	7	2

Ordered by SMILES length (descending): some entries from above
(1) CN(C)S(=O)(=O)c1cc(C(=O)N2CCC(C(=O)O)(c3ccccc3)CC2)ccc1Cl
(2) COC(=O)C1=CN(Cc2cccs2)C=C(C(=O)OC)C1c1cccc(O)c1
(3) COc1ccc(Br)c(C(=O)NCCC(C)C)c1
screen / no.	1	2	3
SARS 3CLpro inh	1	4	-3
BoNT-A LC inh2	-1.7	-1.7	-0.7
MazF activator	-4	-7	8
BoNT-F LC inh	5	-10	1
VHR inh abs	21	22	-7
SSB-PriA inh	-20	-14	-2
CCHF vOTU inh	4	-142	3
Rv3671c inh	2	2	3
Anthrax LF inh2	0	-4	-2
PrPC TRFRET	-3	-2	0

The results go on.
(7) COc1ccc(CNC(=O)COC(=O)c2cc(C)nc3ccccc23)cc1
(8) COc1cc(C(=O)NCCCc2ccccc2)cc(OC)c1OC
(9) C/C(=N/NC(=O)CN1CCN(S(=O)(=O)c2ccc(C)cc2)CC1)c1cccc(O)c1
(10) CCCCn1c(N)c(N(CCOC)C(=O)c2ccc(COc3ccccc3)o2)c(=O)[nH]c1=O
(11) CC(=O)N1CCN(c2nnc(-c3ccccc3)c3ccccc23)CC1
(12) O=C(NC(=S)N(CCO)Cc1ccccc1)c1ccc(F)cc1Cl
screen / no.	7	8	9	10	11	12
SARS 3CLpro inh	·	-1	1	·	2	-2
BoNT-A LC inh2	-0.9	1.7	0.2	-1.5	-3.9	-6.0
MazF activator	2	-8	-11	0	-8	4
BoNT-F LC inh	0	-3	-8	-6	-1	-6
VHR inh abs	·	6	30	·	14	·
SSB-PriA inh	-21	6	·	-1	-13	-15
CCHF vOTU inh	-2	9	-7	-4	-7	-5
Rv3671c inh	1	-2	-1	11	0	-5
Anthrax LF inh2	-4	-10	-4	-1	-2	-13
PrPC TRFRET	2	4	1	-7	2	-3

(13) CCOC(=O)c1c(NC(=O)CSc2nc3cc(Cl)ccc3c(=O)n2Cc2ccco2)sc(C(=O)N(C)C)c1C
(14) O=C(N/N=C/c1ccc(Cl)cc1Cl)Nc1ccccc1
(15) CCn1c(C)cc(/C=C2\SC(=O)N(CC(=O)Nc3ccc(C)c(C)c3)C2=O)c1C
(16) Cc1ccc(S(=O)(=O)N2[C@@H](c3cccc(Cl)c3)C(C(=O)O)=CC[C@H]2c2ccc(Cl)cc2)cc1
(17) COc1ccc(CCNC2=NCC(C)S2)cc1 (centres undefined)
(18) COC(=O)c1c(C(=O)OC)c(-c2cccc(C)c2)n2c1CS(=O)(=O)C2
screen / no.	13	14	15	16	17	18
SARS 3CLpro inh	-3	5	-5	·	-1	-3
BoNT-A LC inh2	0.0	6.5	-0.1	0.1	-0.7	0.3
MazF activator	-27	25	-9	-3	13	-3
BoNT-F LC inh	-3	9	-2	1	12	-4
VHR inh abs	18	34	9	·	14	4
SSB-PriA inh	8	·	-10	-1	-4	-17
CCHF vOTU inh	3	-6	18	5	-6	0
Rv3671c inh	-8	0	3	-6	-7	0
Anthrax LF inh2	0	-13	-4	-9	0	-6
PrPC TRFRET	7	-1	1	3	-11	-9

(19) Cc1c(C(C)C)c(=O)n(-c2ccc(S(=O)(=O)NC3CC3)cc2)n1C
(20) O=C(COC(=O)c1cccc(F)c1)Nc1ccc(Cl)cn1
(21) CCOC(=O)c1cnc2c(c(C)nn2CC)c1Cl
(22) Cc1cc(-c2ccccc2)nc(N/N=C/c2ccccc2F)n1
(23) Cc1ccc2c(c1)N(CC(=O)Nc1nccs1)C(=O)CO2
(24) CCC(C)c1ccc(S(=O)(=O)N2CCN3CCCC3C2)cc1 (centres undefined)
screen / no.	19	20	21	22	23	24
SARS 3CLpro inh	4	·	3	-4	·	-2
BoNT-A LC inh2	0.2	-0.1	-1.0	0.0	2.5	2.9
MazF activator	5	-16	16	-5	1	-1
BoNT-F LC inh	0	-6	-12	?	5	-66
VHR inh abs	3	·	13	81	·	-1
SSB-PriA inh	-8	-5	-15	·	0	-5
CCHF vOTU inh	-12	2	8	2	6	2
Rv3671c inh	0	-2	2	-9	·	1
Anthrax LF inh2	-3	12	0	2	-5	-3
PrPC TRFRET	0	1	0	0	0	11

(25) Cc1ccc2c(c1)N(C(=O)CCC(=O)N1CCN(c3ccccn3)CC1)CCO2
(26) Cc1c(C)c2c(c(C)c1O)CC[C@@](C)(CCC[C@H](C)CCC[C@H](C)CCCC(C)C)O2
(27) Cc1cc(CSc2nc(C)cc(=O)[nH]2)c2ncccc2c1
(28) Cc1nc2ccccc2c(=O)n1/N=C/c1cc(Br)cc(Br)c1O
screen / no.	25	26	27	28
SARS 3CLpro inh	-3	·	4	·
BoNT-A LC inh2	-0.9	-0.2	-0.1	1.1
MazF activator	4	4	2	-11
BoNT-F LC inh	-14	-4	2	-7
VHR inh abs	29	·	17	·
SSB-PriA inh	-6	-12	-14	·
CCHF vOTU inh	1	22	12	0
Rv3671c inh	-6	-2	-3	9
Anthrax LF inh2	-7	2	3	2
PrPC TRFRET	-3	-2	8	3

Compounds listed so far with four or more nitrogen atoms, in the order listed:
(4) CCOC(=O)N1CCN(C(=O)c2cc3c(-c4ccc(Cl)cc4)nn(C)c3s2)CC1
(9) C/C(=N/NC(=O)CN1CCN(S(=O)(=O)c2ccc(C)cc2)CC1)c1cccc(O)c1
(10) CCCCn1c(N)c(N(CCOC)C(=O)c2ccc(COc3ccccc3)o2)c(=O)[nH]c1=O
(11) CC(=O)N1CCN(c2nnc(-c3ccccc3)c3ccccc23)CC1
(13) CCOC(=O)c1c(NC(=O)CSc2nc3cc(Cl)ccc3c(=O)n2Cc2ccco2)sc(C(=O)N(C)C)c1C
(22) Cc1cc(-c2ccccc2)nc(N/N=C/c2ccccc2F)n1
(25) Cc1ccc2c(c1)N(C(=O)CCC(=O)N1CCN(c3ccccn3)CC1)CCO2
screen / no.	4	9	10	11	13	22	25
SARS 3CLpro inh	-6	1	·	2	-3	-4	-3
BoNT-A LC inh2	-1.4	0.2	-1.5	-3.9	0.0	0.0	-0.9
MazF activator	4	-11	0	-8	-27	-5	4
BoNT-F LC inh	-2	-8	-6	-1	-3	?	-14
VHR inh abs	21	30	·	14	18	81	29
SSB-PriA inh	-15	·	-1	-13	8	·	-6
CCHF vOTU inh	-3	-7	-4	-7	3	2	1
Rv3671c inh	-9	-1	11	0	-8	-9	-6
Anthrax LF inh2	-8	-4	-1	-2	0	2	-7
PrPC TRFRET	-3	1	-7	2	7	0	-3
